CHT allo act – allosteric activators of human choline transporter CHT. Q9GZV3. CHT-expressing cells, membrane potential dye, choline EC20; hits give high values; LV-AA mutant CHT in HEK293 cells. B-score at 10 µM. 310,000 compounds, 0.49% hits. AID 488977;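 active means initial fluorescence not abnormally high and integrated response B-score, plate-corrected, over 3 SD above library mean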
Target sequence (Q9GZV3 whole entry, looked up): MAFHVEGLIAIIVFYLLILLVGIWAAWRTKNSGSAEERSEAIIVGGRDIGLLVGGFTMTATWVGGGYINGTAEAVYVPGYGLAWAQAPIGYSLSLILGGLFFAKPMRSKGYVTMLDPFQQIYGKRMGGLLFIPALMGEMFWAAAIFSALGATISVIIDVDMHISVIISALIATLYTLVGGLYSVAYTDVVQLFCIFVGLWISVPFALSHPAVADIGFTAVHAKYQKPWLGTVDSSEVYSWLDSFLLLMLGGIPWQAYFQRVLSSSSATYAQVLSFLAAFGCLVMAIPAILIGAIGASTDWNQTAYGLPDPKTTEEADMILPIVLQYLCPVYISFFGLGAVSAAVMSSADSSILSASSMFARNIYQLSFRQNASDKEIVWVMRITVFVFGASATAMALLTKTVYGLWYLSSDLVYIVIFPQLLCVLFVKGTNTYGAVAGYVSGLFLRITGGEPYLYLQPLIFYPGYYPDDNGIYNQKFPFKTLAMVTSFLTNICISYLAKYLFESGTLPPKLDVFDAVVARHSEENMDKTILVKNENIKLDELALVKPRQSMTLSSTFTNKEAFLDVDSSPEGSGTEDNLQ
OX1R antag-1 – blocks the human orexin 1 receptor; 330,000 compounds, 1.8% hits; OX1R-expressing cells, FRET antagonist read-out; AID 485270; O43613; inhibition, % at 6.6 µM; in the data active means inhibition mostly above about 38%, no sharp cut-off; inactive means mostly below about 40%;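 further: 0% = agonist challenge alone and 100% = reference antagonist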
Target sequence (O43613 whole entry, looked up): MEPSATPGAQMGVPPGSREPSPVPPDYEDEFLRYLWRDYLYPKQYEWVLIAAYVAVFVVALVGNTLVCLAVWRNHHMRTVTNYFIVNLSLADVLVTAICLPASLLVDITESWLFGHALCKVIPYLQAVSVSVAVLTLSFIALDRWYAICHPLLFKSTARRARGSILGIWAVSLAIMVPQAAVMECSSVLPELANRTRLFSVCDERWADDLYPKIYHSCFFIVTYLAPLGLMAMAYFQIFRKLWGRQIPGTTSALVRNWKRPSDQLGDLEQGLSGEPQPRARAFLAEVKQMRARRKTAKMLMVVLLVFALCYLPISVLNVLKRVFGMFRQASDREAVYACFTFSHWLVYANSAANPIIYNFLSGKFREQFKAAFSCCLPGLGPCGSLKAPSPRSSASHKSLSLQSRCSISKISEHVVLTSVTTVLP
OX1R antag-2 – human HCRTR1 antagonism. CHO/OX1R cells, Fluo-8 calcium fluorescence, orexin A. inhibition, % at 5 µM. 330,000 compounds, 0.43% hits. AID 434989;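 active means inhibition above its plate's threshold, mean inhibition of all tested compounds on the plate plus 3 SD, cut at about 37% in these data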;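 further: 0% = orexin A challenge wells and 100% = SB-334867-A antagonist wells; not every result past the cut was called active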
* marks the source's active call; other numbers are inactive results; i = inactive; · = no result given. Compounds were not picked by outcome; about 2.5% have a hit in one of these screens.

| SMILES | CHT allo act | OX1R antag-1 | OX1R antag-2 |
| --- | --- | --- | --- |
| CC(=O)NC(CCS(C)(=O)=O)C(=O)Nc1ccccc1 (centres undefined) | i | -3 | -1 |
| CC(C)C(OC(=O)c1ccco1)C(=O)NC1CCCCC1 (centres undefined) | i | 31 | -19 |
| OC1CCCN(C(=S)NCc2ccccc2)C1 (centres undefined) | i | 5 | -2 |
| COC(=O)c1c(NC(=O)c2ccccc2)sc(C(N)=O)c1C | i | 95* | -2 |
| COc1ccc2nc(/N=C(\N)NC(=O)C(C)(C)C)nc(C)c2c1 | i | 28 | -25 |
| COc1ccccc1NC(=O)CSc1nccc(=O)[nH]1 | i | 4 | -24 |
| O=C(NC(=S)Nc1ccc2oc(=O)ccc2c1)c1ccco1 | i | 27 | -15 |
| O=C(CSC(=S)N1CCOCC1)c1ccccc1 | i | 2 | -11 |
| O=C(O)c1cc2cccc(S(=O)(=O)N3CCCCC3)c2cc1O | i | 22 | 2 |
| O=C(NCC1CCCO1)c1ccccc1S(=O)(=O)c1ccc([N+](=O)[O-])cc1 (centres undefined) | i | 76* | 2 |
| CC1CCN(C(=O)CCc2ccc(S(=O)(=O)NC(C)C)cc2)CC1 | i | 9 | -3 |
| COCCN=C1NN=C(c2ccc(C)c([N+](=O)[O-])c2)CS1 | i | 10 | -6 |
| CCOC(=O)C1(CC2CCCCO2)CCN(Cc2cc3ccccc3[nH]2)CC1 (centres undefined) | i | 9 | 53* |
| Cn1ccnc1/C(=N\NC(=O)c1ccccc1)c1cccc([N+](=O)[O-])c1 | i | 49 | -23 |
| CC[n+]1c(P(=O)([O-])c2ccccc2)[nH]c2ccccc21 | i | 24 | -7 |
| CCOC(=O)c1sc2nc(CSc3ccccc3)nc(N3CCCN(C)CC3)c2c1C | i | 19 | -17 |
| O=C(CNC(=O)c1ccco1)N/N=C/c1ccccc1[N+](=O)[O-] | i | 25 | 1 |
| COCCCNC(=S)N/N=C/c1ccc(N(C)C)cc1 | i | 15 | -10 |
| Cc1cc(NS(C)(=O)=O)c(=O)n(Cc2c(F)cccc2Cl)c1 | i | 8 | -10 |
| Cc1cc(C)c(COCc2cc(/C=N/O)c(C)cc2C)cc1/C=N/O | i | 25 | -3 |
| O=[N+]([O-])c1ccc(F)c(N=Cc2ccc(Br)s2)c1 | i | 17 | 3 |
| Cc1cc(CNC(=O)c2cc(COc3ccc(F)c(F)c3)on2)nn1C | i | 6 | -12 |
| O=C(COC(=O)CCSc1ccccc1)Nc1cc(F)ccc1F | i | 4 | -7 |
| CCN(CC)CC1(O)CCN(C(=O)c2ccc(Cl)c(Cl)c2)CC1 | i | -17 | -11 |
| COC(=O)c1ccc(N2C(=O)CC(N3CCC(O)(c4ccc(Br)cc4)CC3)C2=O)cc1 (centres undefined) | i | 11 | -14 |
| O=C(CCCNS(=O)(=O)c1ccc(Br)cc1)N1CC[C@@]2(O)CCCC[C@H]2C1 | i | -8 | 1 |
| CC(C)(C)C1C/C(=C/c2ccco2)C(=O)/C(=C/c2ccco2)C1 (centres undefined) | i | 16 | 17 |
| c1ccc(Cn2nnnc2C(c2ccccn2)N2CCN(c3ccccc3)CC2)cc1 (centres undefined) | i | 35 | -15 |
| C/C(Nc1ccc(F)cc1)=C(/C#N)C(N)=O | i | 4 | -2 |
| Cc1cc(N2CCCC2)ccc1NC(=O)COc1cccc(C(F)(F)F)c1 | i | 13 | -11 |
| N#C/C(=C(/O)Cc1cccc2ccccc12)c1nc2ccccc2s1 | i | 35 | 2 |
| C=CCNCc1cc(=O)n2c(-c3ccccc3)csc2n1 | i | -5 | 9 |
| Cc1ccc2c(c1)N(C(=O)CCC(=O)N1CCN(c3ccccn3)CC1)CC(C)O2 (centres undefined) | i | 6 | -15 |
| CN(CC(=O)Nc1cccc(F)c1)C(=O)c1cc(-c2cccs2)nn1-c1ccccc1 | i | 32 | -42 |
| CCOc1cccc(NC(=O)Cc2cccs2)c1 | i | 11 | -10 |
| O=C(COC(=O)/C=C/c1cccc(C(F)(F)F)c1)Nc1ccc(Cl)cn1 | · | 4 | -6 |

Next part; it opens with the 5 that closed the last part.
| SMILES | CHT allo act | OX1R antag-1 | OX1R antag-2 |
| --- | --- | --- | --- |
| C=CCNCc1cc(=O)n2c(-c3ccccc3)csc2n1 | i | -5 | 9 |
| Cc1ccc2c(c1)N(C(=O)CCC(=O)N1CCN(c3ccccn3)CC1)CC(C)O2 (centres undefined) | i | 6 | -15 |
| CN(CC(=O)Nc1cccc(F)c1)C(=O)c1cc(-c2cccs2)nn1-c1ccccc1 | i | 32 | -42 |
| CCOc1cccc(NC(=O)Cc2cccs2)c1 | i | 11 | -10 |
| O=C(COC(=O)/C=C/c1cccc(C(F)(F)F)c1)Nc1ccc(Cl)cn1 | · | 4 | -6 |
| Cc1cc2c3c(c1C)C1(C(=O)N3C(C)(C)CC2C)C(C#N)=C(N)Oc2cc(O)ccc21 (centres undefined) | i | 10 | -16 |
| COc1cccc(CNC(=O)CN(C)S(=O)(=O)c2cccc3cccnc23)c1 | i | 11 | -14 |
| COCCCNC(=S)N1CCN(c2nc(-c3cccc(OC)c3)cs2)CC1 | i | 19 | -8 |
| CNc1nc(-c2c(C)[nH]c3ccc(OC)cc23)cs1 | i | 29 | -2 |
| CCCCn1c(N)c(N(CC(C)C)C(=O)c2ccc(OCC3CCCO3)cc2)c(=O)[nH]c1=O (centres undefined) | i | 17 | 6 |
| COc1cc(/C=C2/SC(=S)N(CC3CCCO3)C2=O)ccc1O (centres undefined) | i | 11 | 18 |
| O=C(O)CCc1ccc(-c2ccccc2)n1NC(=O)c1ccco1 | i | 7 | -4 |
| CCc1ccc2nc(NC(=O)CN3C(=O)NC4(CCCC4)C3=O)sc2c1 | · | 10 | -3 |
| COc1cc([N+](=O)[O-])cc2sc(NC(=O)C(C)(C)C)nc12 | i | 12 | -5 |
| CCCCn1c(N)c(N(CC(C)C)C(=O)CN(C)S(=O)(=O)c2ccc(C)cc2)c(=O)[nH]c1=O | i | 10 | -18 |
| CCCN(CCC)C(=O)C1CC(=O)OC12CCOC(C)(C)C2 (centres undefined) | i | 20 | 8 |
| C/C(=N\OCC(=O)O)c1ccc(Cl)cc1 | i | 3 | 22 |
| Cc1[nH]c2ccc(C(=O)OCC(=O)Nc3cccc(S(N)(=O)=O)c3)cc2c1C | · | 11 | 13 |
| O=C(Oc1ccc(-c2cnc3ccccc3n2)cc1)c1ccco1 | i | 7 | -2 |
| Cc1cc(C)n(-c2nc3c(c(=O)[nH]c(=O)n3C)n2Cc2ccc(F)cc2)n1 | i | 14 | -26 |
| O=C(N=Nc1c(O)n(C2OC(=O)c3ccccc32)c2ccccc12)c1ccco1 (centres undefined) | i | 5 | -18 |
| CC(=O)c1ccc(N2CCN(C(=S)Nc3ccccc3)CC2)cc1 | i | 12 | -15 |
| O=C(N/N=C\c1ccccc1)c1ccccc1-n1cccc1 | i | 4 | -14 |
| Cc1ccccc1-c1nc(CN2CCC(C(=O)NCCCN3CCOCC3)CC2)c(C)o1 | i | 8 | -19 |
| COc1cc(C2N(c3ccc(Cl)cc3)C(=O)C3CCCN32)cc(OC)c1OC (centres undefined) | i | 9 | -26 |
| COc1ccccc1N1CCN(C(=O)c2cc(C3CC3)on2)CC1 | i | 10 | -6 |
| O=C(C1CCCO1)N1CCN(c2c3c(nc4cc(-c5ccc(F)cc5)nn24)CCC3)CC1 (centres undefined) | i | 10 | -16 |
| O=C1CC(C(=O)O)c2ccccc2N1 (centres undefined) | i | 5 | -8 |
| COc1cccc(C(C(=O)NC2CCCC2)N(CC2CCCO2)C(=O)Cc2cccs2)c1 (centres undefined) | i | 28 | -42 |
| CC(=O)CCc1c(C)nc2ccc(C(=O)O)cc2c1Cl | i | 8 | -19 |
| COc1ccc(C(=O)Nc2cccc(NC(=O)c3ccc(OC)c(OC)c3)n2)cc1OC | i | 14 | -14 |
| CCC12CN3CC(CC)(CN(C1)C3c1ccc(OC(C)C)cc1)C2=O (centres undefined) | i | 18 | -23 |
| Cc1ccc2oc(-c3ccc(NC(=O)c4ccncc4)cc3O)nc2c1 | i | 45 | 1 |
| O=C(Cc1ccc(Cl)cc1)Nc1ccc(SC(F)F)cc1 | i | -2 | 4 |
| COc1cc(OC)cc(C(=O)N[C@H](C(=O)OCC(=O)Nc2ccc(OC)c(OC)c2)C(C)C)c1 | i | 10 | -31 |
| Cc1ccc(C(=O)NNC(=O)C2CCN(c3nccc(C)n3)CC2)cc1 | i | 7 | -3 |
| COc1ccc(S(=O)(=O)NCc2ccccc2)cc1 | i | 12 | -2 |
| O=C(c1cc(-c2cccs2)nn1-c1ccccc1)N1CCN(S(=O)(=O)c2ccccc2)CC1 | i | 12 | -30 |
| O=C(Nc1nnc2n1CCS2)c1ccco1 | i | 10 | 7 |
| COc1ccc(-c2nnc(SCC(=O)N/N=C/c3ccccc3C(=O)O)n2-c2ccc(Cl)cc2)cc1 | i | 7 | -28 |
| Cc1noc(C)c1NC(=O)N(C)C[C@H]1Oc2ccc(NC(=O)Cc3ccccc3)cc2C(=O)N([C@H](C)CO)C[C@@H]1C | · | 4 | 1 |

Continuation.
Value order: CHT allo act	OX1R antag-1	OX1R antag-2
- CCCn1c(CN2CCN(C(=O)OCC)CC2)nc2cc(NC(=O)CC)ccc21
 : i	-4	-14
- CC(C)COc1ccc2[nH]c3c(c2c1)CCCC3=O
 : i	13	-14
- COc1ccc(/C(C)=N/NC(=S)NCc2ccco2)cc1
 : i	11	-12
- CCOC(=O)c1ccc(N2C(=O)c3n[nH]c(C)c3C2c2ccc(OC)c(OC)c2)cc1 (centres undefined)
 : i	5	-1
- CCc1ccc(NC(=O)CCc2nc3sc4c(c3c(=O)[nH]2)CCCC4)cc1
 : i	11	-22
- Cc1cc(=O)oc2cc(OCC(=O)N3c4ccccc4CC3C)ccc12 (centres undefined)
 : i	28	-19
- CCCCc1ccc(NC(=S)NCc2ccc(OC)cc2)cc1
 : i	11	-20
- COc1cccc(C2=NC(C)(C)NC(c3ccccc3O)C2)c1 (centres undefined)
 : i	36	-30
- Cc1ccc(CN2C(=O)CCSc3ccc(Cl)cc32)cc1
 : i	14	-23
- O=C(COC(=O)C12CC3CC(CC(C3)C1)C2)Nc1nc2c(F)c(F)c(F)cc2s1
 : i	6	-26
- O=C(CSc1nnc(Nc2ccccc2)s1)Nc1ccc(S(=O)(=O)N2CCOCC2)cc1
 : i	47	25
- O=C(O)c1cccc(Nc2nc3ccccc3nc2NS(=O)(=O)c2ccccc2)c1
 : ·	4	-11
- CCC1CCCCN1C(=O)CSc1nnc(CNC(=O)c2c(F)cccc2Cl)o1 (centres undefined)
 : i	3	-11
- C/C(CC(=O)NCCCN1CCOCC1)=N\NC(=O)COc1cccc2ccccc12
 : i	16	-1
- CCOc1ccc(NC(=O)c2cn(-c3ccc(OCC)cc3)c(=O)c3cc(OC)c(OC)cc23)cc1
 : i	24	-4
- Nc1ccc(Cl)c(S(=O)(=O)Nc2ccc(Cl)cc2)c1
 : i	6	-3
- NC(=O)C1CC(=O)N(c2ccc(OCC(=O)Nc3cccc(C(F)(F)F)c3)cc2)C1 (centres undefined)
 : i	6	-1
- Cc1ccc(NC(=O)c2ccco2)c(NC(=O)c2ccc(Cl)cc2)c1
 : i	20	-18
- Cc1cc(C(=O)OCC(=O)N2CC(=O)Nc3ccccc32)no1
 : i	4	-6
- CCOC(=O)/C(=N\Nc1ccccc1Cl)N1CCN(C)CC1
 : i	16	-19
- O=c1[nH]c(CSc2nnc3ccccn23)nc2cc(C(F)(F)F)ccc12
 : i	9	-8
- COC(=O)c1ccccc1NC(=O)CSc1nncn1-c1ccccn1
 : i	28	-14
- Cc1ccccc1C(=O)N1CCC(C(=O)Nc2ccccc2N2CCCC2)CC1
 : i	17	-19
- COC(=O)Cn1ccc(-c2ccc(Cl)cc2)c(C#N)c1=O
 : i	13	2
- O=C(CSc1nnc(-c2ccccc2F)n1C1CC1)Nc1ccc2[nH]c(=O)[nH]c2c1
 : i	5	-14
- CC(C)NC(=O)COc1coc(CN2CCN(c3cccc(Cl)c3)CC2)cc1=O
 : i	10	-5
- O=C1CCC(/C=C/c2ccccc2)=NN1Cc1ccccc1
 : i	12	-25
- Cc1cc(NC(=O)C2CC2)ccc1NC(=O)c1cccs1
 : i	11	-2
- CCCCN1C[C@H](Cc2ccccc2)[C@@H](CC(=O)Nc2ccccc2)C1=O
 : i	36	-25
- COc1ccc(N(C)S(=O)(=O)c2cccc(C(=O)NC3CCCC3)c2)cc1
 : i	10	-11
- N=c1c(C(=O)NCCc2ccccc2)cc2c(=O)n3ccccc3nc2n1CC1CCCO1 (centres undefined)
 : i	88*	-26
- CN(C)c1ccc(NC(=O)CSCc2nc3c(nnn3Cc3ccc(F)cc3)c(=O)[nH]2)cc1
 : i	6	-15
- O=C(CSc1ncnc2nc[nH]c12)N1CCOCC1
 : i	17	-12
- CCCCOC(=O)C1=C(C)Nc2ncnn2C1c1ccc(OC)c(OC)c1 (centres undefined)
 : i	8	-31
- C/C(=C\C(=O)c1ccc(Br)cc1)NNC(=O)c1ccc(O)cc1
 : i	26	-15
- Cc1ccc(C(=O)N2CCC(C(=O)c3c(C)cc(C)cc3C)CC2)cc1
 : i	10	-23
- Oc1ccc2c(c1)oc1cc(O)ccc12
 : i	36	1
- O=C(CC1Sc2ccccc2NC1=O)NCc1ccccc1 (centres undefined)
 : i	4	-12
- Clc1ccc(SCCCCn2cncn2)cc1
 : i	8	4
- COc1ccccc1NC(=O)CSc1nnc(C)o1
 : i	16	-11
- COc1ccc(NC(=O)CN2CCN(c3nc(-c4ccc(F)cc4)cs3)CC2)c(OC)c1
 : i	6	-7
- CCC(C)c1ccc(S(=O)(=O)Nc2cccnc2)cc1 (centres undefined)
 : i	10	-16
- CC(=O)N(Cc1cc2cc(C)c(C)cc2n2nnnc12)CC1COCCO1 (centres undefined)
 : i	13	-19
- FC(F)(F)c1cccc(N2CCN(CC3CC4C=CC3C4)CC2)c1 (centres undefined)
 : i	2	-24

Source: PubChem
